From PubChem BioAssay
tim23-1 inh = growth inhibitors of tim23-1 mutant yeast; S. cerevisiae tim23-1 growth, BacTiter-Glo luminescence, 24 h; inhibition, % at 20 µM; 1.3% of 330,000 active;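 active means growth inhibition of the mutant yeast at or above 50%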;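 further: temperature-sensitive mutant grown at 25 °C; plate controls were DMSO-treated mutant yeast for no effect and medium wells lacking yeast for full effect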
APJ antag = blocks the human apelin receptor APJ. P35414. CHO-K1 APJ beta-arrestin complementation, luminescence. inhibition, % at 20 µM. 0.32% of 330,000 active;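 active means inhibition above about 40% at 20 µM, limit read from the data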;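 further: cells challenged with 10 nM apelin-13 agonist together with compound; plate controls were apelin-13 plus DMSO wells for no effect and DMSO wells lacking apelin-13 for full effect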
Target sequence (P35414 whole entry, looked up): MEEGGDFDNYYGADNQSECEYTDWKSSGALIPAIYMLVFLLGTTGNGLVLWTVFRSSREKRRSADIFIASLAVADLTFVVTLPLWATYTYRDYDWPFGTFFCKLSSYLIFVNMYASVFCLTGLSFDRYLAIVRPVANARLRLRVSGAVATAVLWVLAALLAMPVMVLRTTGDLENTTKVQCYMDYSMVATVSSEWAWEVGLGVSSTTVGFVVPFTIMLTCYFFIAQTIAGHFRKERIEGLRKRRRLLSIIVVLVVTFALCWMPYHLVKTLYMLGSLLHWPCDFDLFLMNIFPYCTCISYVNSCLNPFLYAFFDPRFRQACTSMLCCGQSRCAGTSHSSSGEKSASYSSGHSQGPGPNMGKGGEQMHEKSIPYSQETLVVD
NLRP3 yeast inh = blocks the NALP3 inflammasome reconstituted in yeast. inhibition, % at 10 µM. Yeast reconstituted NLRP3/ASC/caspase-1, beta-gal luminescence, 24 h. AID 2825. 0.39% of 330,000 active;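 active means inhibition of 50% or more; inactive means inhibition below 50%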;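 further: plate controls were induced DMSO wells for no effect and uninduced yeast grown without galactose for full effect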
NR3A LBD binder = modulators (binders) of human NR3A ligand-binding domain; NR3A LBD differential scanning fluorimetry, Tm shift; 0% = protein alone, 100% = glycine-bound protein; Tm shift relative to glycine control, % at 25 µM; 2.5% of 340,000 active;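 active means melting temperature shift of at least 10% of the positive control shift, at one fixed dose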
APJ ag = activates the human apelin receptor APJ; CHO-K1 APJ PathHunter beta-arrestin, luminescence; 0% DMSO wells, 100% apelin; activation, % at 20 µM; 0.11% of 330,000 active; P35414;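 active means activation more than six SD over the plate average, tested at 20 µM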;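 further: 0% = DMSO alone and 100% = apelin-13 at 10 nM; some results filed as inactive read as strong as hits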
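assay system = CHO-K1 APJ beta-arrestin complementation cell line | input = cell density 1000 per well | dosing = compound 20 µM once, DMSO 1% | timing = compound 90 min 25 °C, reagent 1 h | measured by = luminescence from split beta-galactosidase complementation, Galacton Star/Emerald II substrate | read-out basis = APJ agonist activity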
beta cell repl = MIN6 beta-cell proliferation induction | MIN6 cells proliferation, ATPlite luminescence, 48 h; cells starved in 0.2% serum; 100% = growth in 10% serum | 0.29% of 330,000 active | AID 2380 | proliferation, % at 10 µM;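 active means compounds whose signal lies at least 3.5 SD above the mean of all wells on their plate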;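 further: 0% = DMSO-treated cells in low-serum medium and 100% = 10% serum control; some compounds called inactive have numbers as strong as hits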
tim10-1 inh = inhibits growth of tim10-1 mutant yeast. S. cerevisiae tim10-1 ts strain growth, BacTiter-Glo, 24 h. inhibition, % at 20 µM. 2.2% of 330,000 active;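 active means inhibition of at least 40%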;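 further: mutant grown at 25 °C; 0% = DMSO wells with yeast and 100% = wells holding no yeast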
TIM10 inh = inhibits growth of TIM10 yeast strain; S. cerevisiae TIM10 strain growth, BacTiter-Glo luminescence, 24 h; inhibition, % at 10 µM; 1.4% of 330,000 active; AID 463195;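 active means inhibition of 40% or more at the single tested concentration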;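 further: wild-type TIM10 isogenic control strain grown at permissive 25 °C; 0% = DMSO yeast wells and 100% = minimal medium wells without yeast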
MPTP inh = blocks calcium-induced mitochondrial swelling; isolated mouse mitochondria, Ca2+ swelling absorbance, 30 min; inhibition, % at 10 µM; 1.4% of 360,000 active; AID 602449;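 active means inhibition of 50% or more, scaled per plate between neutral and stimulator controls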;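 further: 0% = DMSO wells given calcium and 100% = 1 mM EGTA wells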
Starred values were filed as active, the others as inactive; . = no result given.

SMILES	tim23-1 inh	APJ antag	NLRP3 yeast inh	NR3A LBD binder	APJ ag	beta cell repl	tim10-1 inh	TIM10 inh	MPTP inh
Cc1nnc(SCC(=O)NC23CC4CC(CC(C4)C2)C3)n(N)c1=O	14	4	4	2	-2	-1	-2	11	0.5
O=C(NCCc1ccccc1)c1ccc(-n2cnnn2)cc1	9	13	0	-1	-2	1	2	-7	0.1
CCC1C(=O)NCCN1Cc1nc(-c2ccc(C)s2)oc1C (stereo not given)	8	-1	26	0	0	-4	17	-9	-0.6
COc1cc2c(cc1OC)C(C(=O)N(C)Cc1ccccc1)C(c1cccnc1)N(C)C2=O (stereo not given)	10	-2	-1	0	-2	-4	12	-8	-1.3
Nc1nnnn1CC(=O)N/N=C/c1ccccn1	4	-13	9	4	-2	-2	4	-2	2.3
COc1ccc(CC(=O)Nc2cccc(C(=O)Nc3cccc(C)c3)c2)cc1	7	11	12	.	0	-2	-11	0	.
O=C(CN1CC(=O)Oc2ccccc21)OCC(=O)c1ccccc1	31	-3	13	3	4	-4	2	6	0.9
CCOC(=O)N1CCC(NC(=O)C2=CCN(S(=O)(=O)c3ccc(OC)cc3)CC2)CC1	4	-4	9	2	-1	-2	1	-4	1.3
CCC(=O)Nc1cccc(C(=O)OCC(=O)c2ccccc2Cl)c1	22	-23	-3	0	-2	0	16	7	-1.3
CNC(=S)N1N=C(c2ccc(C)cc2)CC1c1ccc(N(C)C)cc1 (stereo not given)	20	-2	22	-1	-1	0	31	28	0.1
O=C1CSCN1c1cc(Cl)ccc1Cl	-5	1	-13	-1	-2	0	1	17	1.2
CS(=O)(=O)c1cccc(-c2nnc(NC(=O)C3=COCCO3)o2)c1	10	3	1	-1	-2	5	1	-2	-2.8
Cc1ccccc1NC(=O)CCN1CCN(CCO)CC1	4	-8	11	4	-4	-4	2	5	0.1
Cn1c(N2CCOCC2)c(C#N)c2ccccc21	16	14	17	-8	-3	4	6	3	0.3
O=C(CSCc1cccc(Cl)c1)OCc1nc2ccsc2c(=O)[nH]1	28	12	7	-1	3	-5	39	22	0.2
CC(C)n1c(SCC(=O)Nc2ccccc2)nc2c1c(=O)n(C)c(=O)n2C	12	1	16	-2	0	4	9	3	1.4
O=C(Nc1cccc([N+](=O)[O-])c1)c1cnccn1	13	-22	6	-2	-3	0	6	17	1.3
Cc1cccc(NC(=O)c2ccc(COc3ccccc3)o2)n1	21	-10	22	1	7	9	14	4	0.6
COc1ccc(-c2c(-c3ccc(OCC(=O)NN)cc3O)n[nH]c2C)cc1	0	-7	-13	2	-1	0	7	2	1.7
COc1ccc(C2=NN(S(C)(=O)=O)C(c3ccc4nccnc4c3)C2)cc1 (stereo not given)	12	5	17	0	-3	0	18	10	1.8
CC(=O)N/C(=C/c1ccccc1)C(=O)NC(Cc1ccccc1)C(=O)O (stereo not given)	-6	3	18	-1	-1	0	13	-2	-0.2
CCc1ccccc1NC(=O)CSc1nc2ccccc2n1CC(=O)N1CCCC1	4	4	27	4	0	1	10	9	1.0
CCOc1ccc(NC(=O)CCCN2C(=O)C(c3ccccc3)Oc3cccnc32)cc1 (stereo not given)	16	17	4	0	-2	-1	22	11	0.4
Nc1nc(CSC(=S)N2CCOCC2)nc(Nc2ccccc2)n1	1	-19	11	-1	2	0	23	-10	1.2
Cc1ccc(F)cc1NC(=O)COC(=O)C1CCN(c2ccc(C(F)(F)F)cn2)CC1	25	12	8	-1	-5	-4	27	8	0.0
COc1ccc(NC(=O)C2Cc3ccccc3CN2C(=O)c2ccco2)cc1 (stereo not given)	28	-6	0	-1	-3	-2	-1	-5	-0.3
O=C(Nc1cccc(C(F)(F)F)c1)Nc1ccc(N2CCCC2)c(S(=O)(=O)Nc2ccccc2Cl)c1	12	-17	5	30*	-1	-6	9	4	94*
CC(C)CC(NC=C1C(=O)OC(C)(C)OC1=O)C(=O)O (stereo not given)	-12	6	9	1	-1	-3	12	-9	-0.8
Cc1ccc(CSCCC(=O)NCCC2=CCCCC2)cc1	13	15	16	0	-2	0	6	23	1.9
Cc1cccn2cc(-c3ccc(Cl)cc3)nc12	24	-9	33	-364	-2	-1	-19	8	-0.7
CC(=O)c1c(C)n(-c2ccc(C)cc2C)c2ccc(O)cc12	-6	18	10	1	0	5	5	19	0.6
O=C1OC[C@@H]2CCCN2C(=O)[C@@H](CC(=O)N(CCO)Cc2ccccc2)C/C=C\C[C@H]1Cc1ccc(F)cc1	9	0	11	0	-1	4	6	4	0.7
Cc1ccn(CC(=O)N2CCCC(N3CCN(c4cccc(Cl)c4)CC3)C2)n1 (stereo not given)	-1	13	20	0	-6	-3	1	-5	-0.1
CC(=O)Nc1ccc(NC(=O)C/C(C)=N/NC(=O)c2cccc3ccccc23)cc1	10	-1	21	-2	-3	1	-8	8	0.3
COc1ccc(S(=O)(=O)NCCC(=O)NCc2ccc(F)cc2)cc1	25	13	21	0	2	2	-2	-1	-1.0
Cc1ccc2cc(CCNC(=O)Cc3cccs3)c(=O)[nH]c2c1	16	6	6	0	-4	0	9	-1	1.7
CC1Cc2ccccc2N1C(=O)C1CCCN(S(=O)(=O)c2cccc3nsnc23)C1 (stereo not given)	33	7	8	2	-2	0	34	44*	-0.8
COc1ccc(CNC(=O)N2CCN(S(=O)(=O)c3ccc(C)cc3C)CC2)cc1	25	-11	19	-4	0	1	3	14	-1.3
CC1CCC2(CC1)NC(=S)N(C(C)(C)C)N2 (stereo not given)	10	10	2	1	-3	-2	-4	7	1.3
CC(C)CNC(=S)N(CCCN(C)C)Cc1cc2cc3c(cc2[nH]c1=O)OCCO3	12	-2	17	0	0	3	9	0	-2.2
O=C(c1cccc([N+](=O)[O-])c1)N1CCN(c2ccc(Cl)cc2)CC1	20	-6	-8	-3	0	1	30	19	1.5
COc1ccc(C)cc1NC(=O)C(OC(=O)c1ccc(Cl)c(S(=O)(=O)N(C)c2ccccc2)c1)c1ccccc1 (stereo not given)	6	20	19	0	4	2	15	18	2.9
O=C(c1ccc(-c2cccc(C(F)(F)F)c2)o1)N1CCOCC1	18	6	2	0	-1	0	23	5	-1.1
CCOC(=O)c1c(N2C(=O)C3C4C=CC(C4)C3C2=O)sc2c1CCC(C)C2 (stereo not given)	34	-2	6	-11	1	0	23	26	-0.8
CN(C)/C=N/C(=S)Nc1ccc(Cl)cc1Cl	1	-10	17	-2	-3	-1	2	8	1.2
Cn1nnnc1SCC(=O)Nc1nc2c(s1)CCCC2	-11	-14	8	-1	-4	-3	-9	-8	-0.1
CC(C)NC(=O)c1ccccc1NC(=O)C(C)Oc1ccccc1 (stereo not given)	5	12	12	1	-4	-2	8	20	-0.3
Cc1cc(N=Nc2ccc(C)c(N=Nc3cc(C)c(N)cc3N)c2)c(N)cc1N	0	-1	24	10*	-2	-4	16	26	3.7
O=C(Nc1nc2c(Br)cccc2s1)C1CC1	80*	-20	-1	2	1	2	46*	20	2.6
O=C(Oc1c(CN2CCOCC2)cc(Cl)c2cccnc12)c1ccccc1Cl	44	11	41	1	-2	-6	33	22	-3.6
COC(=O)c1ccccc1NC(=O)/C=C/c1cc(OC)c(OC)c(OC)c1	8	-10	30	0	3	0	28	17	-0.8
CCOC(=O)C1(Cc2ccccc2C(F)(F)F)CCN(C(C)CCn2cccn2)CC1 (stereo not given)	9	9	12	1	-1	-1	19	-6	-2.0
COc1ccc([C@H]2/C=C\CN(S(=O)(=O)c3ccc(C)cc3)[C@@H](C)C(=O)N2Cc2ccc(F)cc2)cc1	41	-57	16	-5	5	-5	26	10	1.3
COc1cc(C(=O)NNC(=O)c2ccco2)cc(OC)c1OC	5	11	26	-1	1	0	-10	4	0.1
CCNc1sc(C(=O)c2cccs2)c(N)c1C#N	2	36	12	-7	-12	-2	-3	9	-0.6
COc1cc(NC(=S)NC(=O)c2ccccc2F)ccc1NC(=O)c1cccs1	16	15	13	-5	-3	-1	-21	-10	2.2
CCn1cc(CN2CCCC(C(=O)Nc3ccc(-c4cscn4)cc3)C2)c(C)n1 (stereo not given)	-3	17	13	-1	-4	-3	8	-5	0.1
CCc1cccc(NC(=S)N(CCCOC(C)C)C2CCN(C(C)=O)CC2)c1	0	13	12	0	-6	3	4	17	-0.5
CCOC(=O)Cn1c(=O)oc2cc(S(=O)(=O)N(C)Cc3ccco3)ccc21	-7	-78	-6	0	-2	0	0	-4	-1.0
COc1cc(Cl)c(CN2CCC(CO)(CCOc3ccccc3)CC2)cc1OC	12	23	13	-2	-3	-3	-7	-13	1.7

Structures from the list above that have a furan ring, fused or not:
SMILES	tim23-1 inh	APJ antag	NLRP3 yeast inh	NR3A LBD binder	APJ ag	beta cell repl	tim10-1 inh	TIM10 inh	MPTP inh
Cc1cccc(NC(=O)c2ccc(COc3ccccc3)o2)n1	21	-10	22	1	7	9	14	4	0.6
COc1ccc(NC(=O)C2Cc3ccccc3CN2C(=O)c2ccco2)cc1 (stereo not given)	28	-6	0	-1	-3	-2	-1	-5	-0.3
O=C(c1ccc(-c2cccc(C(F)(F)F)c2)o1)N1CCOCC1	18	6	2	0	-1	0	23	5	-1.1
COc1cc(C(=O)NNC(=O)c2ccco2)cc(OC)c1OC	5	11	26	-1	1	0	-10	4	0.1
CCOC(=O)Cn1c(=O)oc2cc(S(=O)(=O)N(C)Cc3ccco3)ccc21	-7	-78	-6	0	-2	0	0	-4	-1.0

The list continues.
SMILES	tim23-1 inh	APJ antag	NLRP3 yeast inh	NR3A LBD binder	APJ ag	beta cell repl	tim10-1 inh	TIM10 inh	MPTP inh
CCOC(=O)Cc1csc(N/N=C\c2cccc(Br)c2)n1	13	2	-2	-8	-3	0	23	28	2.8
CNc1nc(SC(C)C(=O)Nc2ccc(Cl)c(Cl)c2)nc(N2CCOCC2)n1 (stereo not given)	-18	-16	5	-6	0	-4	1	-10	0.4
CC1CC(C)CN(C(=O)CCc2nnc3ccc(N4CCCCC4)nn23)C1 (stereo not given)	5	4	6	-3	6	0	-1	13	-0.7
CCOC(=O)N1CCC(N2Cc3cccc(C(=O)Nc4ccc(F)cc4)c3C2=O)CC1	30	1	20	-3	5	0	37	42*	5.0
O=C(NCc1cccs1)c1cc(-c2cccs2)on1	-2	14	10	0	-4	-2	9	-15	0.9
c1ccc(-c2cn3c(n2)-c2ccccc2C3)cc1	2	-4	33	13*	-1	0	21	13	2.0
COc1ccc([C@@H]2[C@@H]3C(=O)N(C(C)(C)C)C(=O)[C@@H]3[C@]3(C)C(=O)N(c4cccc(F)c4)C(=O)N23)cc1	0	-6	2	1	-1	5	5	2	1.5
COC(=O)c1ccc(CSc2nnc(CNC(=O)COc3ccc(Cl)cc3)o2)o1	-7	-3	10	-1	-1	-3	3	-19	2.6
CC(C)n1cc(CN2CCC(Oc3ccc(C(=O)N4CCCC4)cc3)CC2)cn1	0	-12	11	2	5	-1	-19	3	0.0
CCCOC(=O)C(C)n1c(-c2ccccc2)nc2ccccc2c1=O (stereo not given)	28	17	-4	0	-4	-7	9	4	-2.2
CN(C(=O)CC1C(=O)NCCN1Cc1ccc(F)c(F)c1)C1CCCCC1 (stereo not given)	0	9	10	-1	1	1	-5	-1	1.4
COc1ccccc1CNC(=O)COc1cc2c(c3oc(=O)cc(C)c13)CCC(C)(C)O2	18	1	12	0	-3	0	17	9	0.0
COc1ccc(NC(=O)N2CCN(C(=O)C3CCCO3)CC2)cc1 (stereo not given)	2	-8	7	-5	5	3	-17	6	0.6
CCn1cc(/C=N\NC(=O)c2ccc3c(c2)c(C)c(C)n3Cc2ccccc2)c(C)n1	4	-5	9	19*	7	-1	18	19	-1.2
COc1ccc(NC(=O)c2cccc(NC(=O)c3ccccc3)c2)c(OC)c1	0	4	28	-5	-2	1	4	-9	1.4
